FXIIa inh 1536 = inhibitors of human coagulation factor XIIa; P00748; purified FXIIa, Boc-QGR-AMC fluorogenic substrate, 2 h; inhibition, % at 5 µM; hit rate 0.3% among 220,000; AID 800; in the data active = inhibition above about 40%;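 note: 0% = enzyme with no compound and 100% = blank without enzyme; many of its hits are not listed in these tables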
TbHK1 inh = T. brucei hexokinase 1 inhibition; hit rate 0.11% among 220,000; inhibition, % at 10 µM; recombinant TbHK1, G6PDH-coupled NADH A340; AID 1430;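 active = inhibition of 50% or more in the single-dose primary screen; inactive = inhibition below 50%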
EP2 antag = blocks the human prostaglandin E2 receptor EP2. C6 glioma cells expressing human EP2, cAMP TR-FRET; cells stimulated with saturating PGE2. inhibition, % at 25 µM. hit rate 0.52% among 260,000. AID 1422;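 active = percent inhibition above 40 after rounding to a whole number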;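 note: rat C6 glioma host cells with rolipram phosphodiesterase inhibitor present; the protocol text gives 20 µM as final concentration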
FXIa inh 1536 = inhibitors of human coagulation factor XIa. inhibition, % at 5 µM. purified FXIa, Boc-Glu-Ala-Arg-AMC fluorogenic substrate. P03951. AID 798. hit rate 0.14% among 220,000;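 active = inhibition of at least 40%; inactive = inhibition below 40%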;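 note: fluorescence of freed AMC excited at 355 nm; 0% = enzyme without compound and 100% = no enzyme blank; many of its hits are not listed in these tables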
zVAD death inh = L929 zVAD cell death inhibition; L929 zVAD necroptosis rescue, ATP luminescence, 24 h; with zVAD 60 µM; viability rescue, % at 10 µM; hit rate 0.38% among 220,000; AID 1377;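 active = activation, scaled between plate controls, above about 75%, limit read from the data; inactive = activation under that limit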;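 note: 0% = zVAD with DMSO and 100% = DMSO alone without zVAD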
PPC-1+TRAIL kill = compounds killing PPC-1 cancer cells with TRAIL present (potentiator screen, no TRAIL-free arm); PPC-1 cells + TRAIL, ATPLite viability luminescence; cell killing (% activity), % at 4 µM; hit rate 0.41% among 220,000; AID 1443;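 active = cell killing above 50% in the first pass at 4 µM, then a duplicate retest at 5 µM averaging 50% or more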;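 note: plate controls were cells with TRAIL plus DMSO for no effect and medium-only wells lacking cells for full effect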
TNF death inh = inhibitors of TNF-alpha induced necroptosis in Jurkat FADD-/- cells. Jurkat FADD-/- TNF necroptosis rescue, ATP luminescence, 24 h; 0 = TNF only, 100 = no-TNF cells. activation (protection from cell death), % at 10 µM. hit rate 0.068% among 220,000. AID 463075;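 active = activation, meaning protection from cell death, of at least 50% relative to plate controls; inactive = activation below 50%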;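 note: necroptosis triggered by 40 ng/mL TNF-alpha added together with compound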
CHOP inh = inhibitors of CHOP induction in ER stress response; CHO-K1 CHOP-promoter luciferase, tunicamycin-induced, 15-18 h; inhibition, % at 10 µM; hit rate 3.8% among 220,000;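 active = compounds that reduced the stress-induced luciferase reporter signal by more than about 70% of percent inhibition, limit read from the data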;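 note: 0% = tunicamycin plus vehicle and 100% = wells without tunicamycin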
Wee1 degr inh = inhibitors of human Wee1 degradation. P30291. HeLa Luc-Wee1K328M stability, luciferase luminescence; 100% = proteasome inhibitor MG132 effect. reporter increase, % at 5 µM. hit rate 1.2% among 220,000. AID 1321;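 active = activation above the mean of all tested compounds plus 3 SD, set per screening run, cut at about 8.8% in these data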;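 note: cells exposed to compound for 20 h before luminescence read; 0% = DMSO alone and 100% = MG132 at 30 µM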
Target sequence (P30291 whole entry K328M): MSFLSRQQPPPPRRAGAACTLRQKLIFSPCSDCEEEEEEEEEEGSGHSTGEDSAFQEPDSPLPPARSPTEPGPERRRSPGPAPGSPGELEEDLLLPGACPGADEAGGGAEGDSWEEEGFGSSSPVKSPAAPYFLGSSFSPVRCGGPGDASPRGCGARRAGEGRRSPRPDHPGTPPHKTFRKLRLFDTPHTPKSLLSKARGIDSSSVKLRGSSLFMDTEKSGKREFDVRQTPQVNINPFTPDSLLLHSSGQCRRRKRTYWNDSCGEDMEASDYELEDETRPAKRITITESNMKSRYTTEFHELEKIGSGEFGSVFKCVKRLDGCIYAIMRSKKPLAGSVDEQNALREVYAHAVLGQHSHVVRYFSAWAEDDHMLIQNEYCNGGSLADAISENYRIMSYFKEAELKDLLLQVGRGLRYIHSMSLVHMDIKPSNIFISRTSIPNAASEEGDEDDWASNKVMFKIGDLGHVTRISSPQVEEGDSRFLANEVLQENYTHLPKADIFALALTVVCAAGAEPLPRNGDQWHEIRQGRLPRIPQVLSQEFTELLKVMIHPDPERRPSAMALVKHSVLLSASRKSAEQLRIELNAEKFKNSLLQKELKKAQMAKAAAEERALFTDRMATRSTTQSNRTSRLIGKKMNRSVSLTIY
Numbers without * were called inactive; / = no result given; & = joins results of further samples.

compound,FXIa inh 1536,TNF death inh,EP2 antag,CHOP inh,FXIIa inh 1536,zVAD death inh,PPC-1+TRAIL kill,Wee1 degr inh,TbHK1 inh
O=C(CC1C(=O)NCCN1C(=O)Nc1ccc(C(F)(F)F)cc1)Nc1ccc(F)cc1 (stereo unspecified),1,2.7,5,-17,-1,1.8,15,-1,-8
COCCNC(=O)C1CC(=O)N(C2CCCC2)C1 (stereo unspecified),2,-3.4,2,-25,12,0.1,18,2,10
CCCN(CCC)S(=O)(=O)c1ccc(C(=O)N2CCCc3ccccc32)cc1,2,2.0,15,33,19,-0.1,18,1,3
N/C(=N\OC(=O)c1ccc(Cl)cc1)c1nonc1N,-4,-2.9,16,20,-4,0.2,26,0,3
CCOC(=O)c1cnc(SC)nc1Oc1cccc(NS(=O)(=O)c2ccc(Cl)cc2)c1,0,-11,6,-8,12,0.0,12,2,-14
O=C(Cn1cncc1-c1ccc([N+](=O)[O-])cc1)Nc1cccc2ccccc12,4,-0.2,11,92*,9,8.4,-9,1,-7
COc1nc2c(c(-c3cc(Br)cs3)c1C#N)Cc1ccccc1-2,-6,0.4,11,23,-4,-0.6,8,0,-16
COc1c2ccoc2nc2c(OC)cccc12,0,-1.0,8,0,5,0.5,-9,0,-16
CCOC(=O)c1cc(C)n(-n2cnnc2)c1C,-1,-2.2,3,14,0,0.8,30,4,-6
COc1cccc(CC(=O)N2CCCC(CCC(=O)N3CCN(c4ccccn4)CC3)C2)c1 (stereo unspecified),-7,2.7,12,-4,6,-0.1,-5,-1,0
CCN(Cc1ccncc1)C(=S)Nc1ccc(Cl)cc1,2,0.0,3,13,11,-0.5,10,-2,8
O=C(Nc1cccnc1)c1ccc(C(=O)Nc2cccnc2)cc1,-9,2.8,5,32,2,3.2,-31,-2,-7
CCNc1ccc2c(Cl)cc(=O)oc2c1,31,-3.3,/,1,56*,-0.2,34,2,-12
Cc1cc(C(=O)c2ccccc2)c(NC(=O)CCl)s1,22,-13,8,-152,27,-0.9,-2,2,-4
O=C(COC(=O)C12CC3CC(CC(C3)C1)C2)Nc1ccc([N+](=O)[O-])cc1Cl,-3,0.8,5,22,3,0.5,13,7,-3
COC(=O)C1=NNC2(C)C(=O)N(c3ccc(C)cc3)C(=O)C12 (stereo unspecified),-1,4.5,9,22,-1,1.0,12,1,1
CN(C)c1nc(Oc2ccc(=O)n(-c3ccccc3)n2)nc(N2CCOCC2)n1,15,-0.4,5,-1,17,2.0,11,-2,-2
Cc1ccc(Cn2ccc(NC(=O)C3C4CCC(C4)C3C(=O)O)n2)cc1 (stereo unspecified),-1,0.6,18,17,4,0.1,7,2,-9
CNc1nc(CC(C)=O)ns1,6,0.1,6,20,13,0.3,0,3,7
CCOc1ccc(CNCCNC(=O)c2nonc2N)cc1,-4,-0.1,9,-3,6,-0.7,24,1,4

(continued)
compound,FXIa inh 1536,TNF death inh,EP2 antag,CHOP inh,FXIIa inh 1536,zVAD death inh,PPC-1+TRAIL kill,Wee1 degr inh,TbHK1 inh
O=C(Cn1nnc(-c2ccccc2Cl)n1)N/N=C/c1ccc2c(c1)OCO2,2,-1.3,3,76*,3,1.3,5,12*,-7
CSc1ncccc1C(=O)N1CCCC(CCC(=O)NCc2ccc(F)c(F)c2)C1 (stereo unspecified),-2,1.3,7,17,5,-0.5,12,-1,-3
COc1ccc(N/C(C)=C/C(=O)c2ccccc2)cc1,7,1.6,3,14,18,1.1,22,6,-4
O=C(O)c1cc2ccc3ccccc3c2[nH]1,4,0.7,6&11,-1,14,0.9,2,3,-11
CCCCCCCCC(=O)N/N=C(\C)c1ccc(O)cc1O,-2,-0.3,11,61,9,0.8,3,-5,5
CCOC(=O)N1CCN(C(=O)c2cn(CCOC)c(=O)c3c2c2ccccc2n3C)CC1,3,-2.4,4,-12,11,0.2,12,-2,-11
Cc1csc(NC(=O)CCSCCc2ccccn2)n1,18,1.6,10,30,11,0.8,17,-2,-1
CCCCOC(=O)C1=C(C)NC2=C(C(=O)CCC2)C1c1cc(OC)ccc1OC (stereo unspecified),-5,-1.1,/,24,4,-0.2,-1,-3,-8
COc1cc(C(=S)N2CCCC2)ccc1OS(=O)(=O)c1ccc(NC(C)=O)cc1,-6,1.6,3,11,4,0.7,27,-3,3
Cc1cccn2cc(CCNC(=O)c3cccs3)nc12,1,0.7,11,-5,18,0.6,-39,-1,-10
Cc1[nH]c2ccccc2c1/C=N/NC(=O)CNC(=O)c1cccs1,5,-0.5,1,8,10,1.2,13,2,-31
CC(C)OC(=O)C(C)Nc1ccc(F)c(Cl)c1 (stereo unspecified),2,1.1,2,-1,3,0.3,13,1,11
COc1ccc2c(-c3cc4ccc(OCc5ccc(F)cc5)cc4oc3=O)cc(=O)oc2c1,-12,2.5,5,103*,-7,0.9,2,2,-4
CCOC(=O)c1c(C)n(C)c2ccc(OC)c(NC(=O)CN3CCN(Cc4ccccc4)CC3)c12,1,-1.1,/,25,15,0.4,21,0,-2
CCN(CC)C(=O)C1CCCN(c2ccc([N+](=O)[O-])cc2/C=N/NC(=O)c2cccc([N+](=O)[O-])c2)C1 (stereo unspecified),3,-4.5,/,13,8,0.1,10,-3,-18
CN1CCN(C(=S)c2cn(Cc3ccc(F)cc3)c3ccccc23)CC1,-3,1.7,15,16,10,-1.0,-6,9.2*,-10
Nc1ccc(S(N)(=O)=O)cc1N,-3,1.3,8,-14,4,-0.1,-6,-2,6
Cc1ccc(C)c(S(=O)(=O)NCC(=O)NCc2ccco2)c1,5,-0.2,5,21,9,0.3,7,1,0
CSc1ncccc1C(=O)OCC(=O)Nc1ccc2c(c1)OCO2,-2,1.6,4,17,13,2.3,-23,2,-2
CCOC(=O)c1cc2sccc2n1CC(=O)c1ccc2c(c1)OCCO2,3,-4.2,3,20,2,-0.5,-16,0,-2

Continuation.
compound,FXIa inh 1536,TNF death inh,EP2 antag,CHOP inh,FXIIa inh 1536,zVAD death inh,PPC-1+TRAIL kill,Wee1 degr inh,TbHK1 inh
O=C(NCC1CCCO1)/C(=C\c1cccc([N+](=O)[O-])c1)NC(=O)c1ccccc1 (stereo unspecified),0,0.6,3,-2,10,0.6,8,2,-6
O=C(CC1C(=O)NCCN1CC(c1ccccc1)c1ccccc1)NCCc1cn[nH]c1 (stereo unspecified),2,-0.4,2,-12,12,-0.5,10,3,-5
O=S1(=O)CCC(NC(=S)N2CCCCCC2)C1 (stereo unspecified),23,1.0,10,-11,25,0.1,14,-4,7
CC(C)Sc1nnc(Nc2ccccc2)s1,-1,8.8,14,1,10,1.3,6,-1,-4
Cc1c(CN(C)C(=O)CSc2nc(-c3ccco3)cc(C(F)(F)F)n2)cnn1C,-6,-0.9,3,7,-21,-0.4,40,3,-25
Cc1[nH]n(-c2cccc(Cl)c2)c(=O)c1-c1ccccc1,2,21,15,29,12,1.8,12,2,-1
O=C(CCc1ccccc1)NC(=S)Nc1ccc(S(=O)(=O)N2CCOCC2)cc1,14,0.2,7,36,11,0.2,8,1,3
CCOC(=O)C1(CCOC)CCN(C(=O)c2sccc2C)CC1,-1,1.6,8,-3,4,1.2,20,0,-3
Cc1cc(C(=O)NN)n[nH]1,0,1.8,8,6,11,0.0,1,0,-4
C=CCNC(=O)C1CCN(S(=O)(=O)c2ccccc2)CC1,-8,0.2,8,33,7,-0.7,4,1,-3
Cc1ccc(NC(=O)Cn2cc3c(n2)CCC(C)C3)cc1 (stereo unspecified),-5,1.2,6,24,4,4.2,-10,1,2
Cc1ccc(NC(=O)C(OC(=O)c2ccc(C=O)cc2)c2ccccc2)cc1Cl (stereo unspecified),0,3.0,11,43,6,83*,10,0,7
COc1cc(OC)cc(C(=O)NCc2n[nH]c(=S)n2-c2ccccc2)c1,-5,1.3,16,17,9,0.7,29,-2,4
CCOC(=O)CN1C(=O)C(C)(C)Oc2ccc(C(=O)Nc3ccccc3)cc21,3,-2.2,9,-16,14,1.1,25,0,-3
O=C(O)c1cccc(OCc2ccccc2Cl)c1,-4,0.5,5,-3,-1,2.4,4,3,14
CC(C)(C)c1nc(NC(=O)Nc2ccccc2)sc1Br,-7,-0.5,14,105*,-10,83*,15,3,0
Cc1cc(NC(=O)/C=C/c2ccccc2)no1,-5,0.3,4,-26,11,0.3,7,2,-4
Cc1nc2sccn2c(=O)c1Br,-2,1.6,6,11,-12,-0.6,13,-1,-11
CC(C)(C)NC(=O)COC(=O)c1nsc(Cl)c1Cl,-2,-1.6,21,18,5,-0.3,32,1,-2
COc1cc(COc2ccc3c(C)c(Cc4ccccc4)c(=O)oc3c2C)cc(OC)c1OC,1,-3.7,10,49,11,0.5,19,-3,-14

Additional entries.
compound,FXIa inh 1536,TNF death inh,EP2 antag,CHOP inh,FXIIa inh 1536,zVAD death inh,PPC-1+TRAIL kill,Wee1 degr inh,TbHK1 inh
CC(C)C(CCN1C(=O)CCC1=O)C1CCOC(C)(C)C1 (stereo unspecified),3,0.6,3,18,4,0.3,2,0,2
O=C(/C=C/c1cccc(F)c1)N(c1ccccn1)C1CCCCC1,-1,-0.8,2,0,3,0.2,3,-2,3
CCOCCCNC(=O)C1CCCN1C(=O)Nc1ccccc1[N+](=O)[O-] (stereo unspecified),-5,1.2,8,0,4,0.6,/,0,2
CCCN(CC1COc2ccccc2O1)C(=S)Nc1ccc(C)cc1 (stereo unspecified),2,1.0,6,28,0,-0.7,17,-3,1

One compound at a time, from the list above. Order of values: FXIa inh 1536, TNF death inh, EP2 antag, CHOP inh, FXIIa inh 1536, zVAD death inh, PPC-1+TRAIL kill, Wee1 degr inh, TbHK1 inh
O=C(/C=C/c1cccc(F)c1)N(c1ccccn1)C1CCCCC1 is listed with -1, -0.8, 2, 0, 3, 0.2, 3, -2, 3
CC(C)C(CCN1C(=O)CCC1=O)C1CCOC(C)(C)C1 (stereo unspecified) is listed with 3, 0.6, 3, 18, 4, 0.3, 2, 0, 2

Only part of the results is shown; the hit share may differ from the screen's.
